bCat nuc transl – beta-catenin nuclear translocation modulation; AID 1665; 0.3% of 190,000 active; nuclear translocation activity, % at 5 µM; HeLa beta-catenin nuclear translocation, immunofluorescence imaging;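 active = nuclear translocation activity above 50% at 5 µM, with a well cell count of 50 or more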;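 note: per-cell ratio of nuclear to cytoplasmic median beta-catenin stain intensity; plate controls were DMSO negative control for no effect and GSK-3 inhibitor IX positive control for full effect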
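assay system = human HeLa cells, endogenous beta-catenin | times = compound treatment 24 h, 37°C, 5% CO2 | detection = Anti-beta-catenin immunofluorescence on PFA-fixed, Triton-permeabilized cells, DAPI nuclei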
WT yeast gro inh – growth inhibition of WT yeast, mitochondrial fusion screen | mitochondrial fusion phenotypic screen, WT strain | inhibition, % at 10 µM | 2.1% of 190,000 active | AID 1362; in the data active = inhibition above about 58%; tested in S. cerevisiae
Autophagy mod – modulators of autophagy | MEF GFP-LC3 puncta imaging; test concentration mostly 10 µM | calls only at 10 µM (by protocol) | 0.98% of 190,000 active | AID 463193;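 active = percentage of spot-positive cells more than 3 SD above its plate mean, without a fluorescence outlier flag or 80% toxicity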;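 note: spot-positive cell cutoff set from DMSO-treated cells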
M17LAP inhibition – P. falciparum M17LAP inhibitors, primary screen, biochemical, fluorogenic H-Leu-NHMec substrate, 1536-well (AID 1619); 0.38% of 220,000 active; recombinant M17LAP, H-Leu-NHMec fluorogenic kinetic assay; higher % means a stronger effect; inhibition, % at 30 µM; hits with a dose series show IC50 in µM;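 active = compound inhibiting the enzyme by more than half at any dose during confirmatory dose-response retesting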;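 note: plate controls were full reaction with DMSO carrier for no effect and no enzyme background for full effect; strong numbers were not always called active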
Dynein cargo inh – dynein cargo transport inhibition | 3617.4 mouse cells, GR-EGFP nuclear translocation imaging; test concentration mostly 20 µM; stimulated with dexamethasone, 1 µM; hits give low values | z-score, hits read low | 0.47% of 220,000 active | AID 1381;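 active = plate z-score of nuclear minus cytoplasmic receptor signal below a set negative limit, without overly bright fluorescence or cell loss, cut at about -3.5 in these data, passing the limit was not always enough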;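 note: z-score of nuclear minus cytoplasmic ring GR-EGFP intensity difference per well; some compounds called inactive have numbers as strong as hits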
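Buffer or medium: tet-free, stripped-serum medium; Also added: dexamethasone, 1.0 µM final; Technique: high-content fluorescence imaging after fixation; Times: 48 h induction, 1 h compound, 30 min dex at 37 °C; Read-out: per-cell GR-EGFP intensity, nucleus versus surrounding cytoplasmic ring, well-averaged.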
T cell HTS – T cell immune modulation candidate; 0.068% of 330,000 active; calls only at 7 µM; 2C CD8+ T cell-vesicle binding, flow cytometry; hits give low values;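 active = response, share of CD8 T cells binding vesicles, and their 90th percentile fluorescence all below set limits, cut at about 80% in these data, passing the limit was not always enough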
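Assay system – 2C mouse CD8+ T cells · Also added – QL9-loaded Drosophila micro-vesicles · Timing – Cell–vesicle co-incubation 1.5 h at 37 °C, staining 20 min on ice · Signal – flow cytometry of vesicle-bound cells · Measure – percent CD8+ FL2 mean versus row control · Controls – Peptide-free naked vesicles (low) and QL9 vesicles with 0.7% DMSO vehicle (high)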
Yfh1-off respiration – enhancers of respiration in Yfh1-depleted yeast, dose response, Friedreich's ataxia, plus single-dose screen (AID 1465); 0.074% of 220,000 active; fold induction at 50 µM; hits with a dose series show EC50 in µM; S. cerevisiae Yfh1-off respiration, WST-1 reduction, 72 h; higher fold induction means a stronger effect;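 active = fold induction of absorbance versus untreated yeast above a set limit, then at least 30% activation at any dose in follow-up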;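 note: activators that raise dye reduction in frataxin-depleted yeast; strong numbers were not always called active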
MT stabilizer – stabilizes microtubules in HeLa cells; AID 2205; 0.83% of 200,000 active; HeLa tubulin immunostaining HCS, 24 h; share of cells brighter than vehicle mean+2SD; % tubulin-high responders, % at 10 µM;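 active = plate Z-score above 3 for both tubulin-high and condensed-nucleus cell shares, with cell loss under 80%, at 10 µM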;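 note: anti alpha tubulin signal scored within the nucleus-defined area of each cell; some results filed as inactive read as strong as hits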
M1AAP inhibition – P. falciparum M1AAP inhibitors, biochemical, fluorogenic H-Leu-NHMec substrate, 1536-well (AID 1445) | recombinant M1AAP, H-Leu-NHMec fluorogenic kinetic assay; higher % means a stronger effect | inhibition, % at 30 µM; hits with a dose series show IC50 in µM | 0.42% of 220,000 active;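 active = primary inhibition above the hit cutoff, then over 50% inhibition at one or more dose response concentrations, cut at about 23% in these data, passing the limit was not always enough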;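 note: plate controls were DMSO full reaction for no effect and no enzyme background for full effect; strong numbers were not always called active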
WT yeast gro inh mutant strain – second read-out of WT yeast gro inh, no call of its own (marks repeat the call); inhibition, %; mitochondrial fusion phenotypic screen, mutant strain inhibition
Dynein cargo inh cytoplasmic EGFP – also measured in Dynein cargo inh; calls as there; z-score; measured here: cytoplasmic GR-EGFP intensity; hits give high values
Dynein cargo inh nuclear GR-EGFP – also measured in Dynein cargo inh; calls as there; z-score; measured here: nuclear GR-EGFP intensity;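 lower value marks the stronger effect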
Dynein cargo inh cell count – recorded beside Dynein cargo inh, whose call it bears; z-score; measured here: cell count per field
bCat nuc transl cell count 5 µM – further read-out of bCat nuc transl, marked with its call; cell count; measured here: cell count, cytotoxicity flag
T cell HTS vesicle-bound % – also measured in T cell HTS; calls as there; double positive events, %; measured here: CD8+ vesicle-bound cell fraction;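 binding gate set so that unloaded-vesicle control wells show 10% double positive cells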
MT stabilizer Hoechst-high % – further read-out of MT stabilizer, marked with its call; % Hoechst-high responders; measured here: nuclear condensation Hoechst responders;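 share of cells brighter than vehicle mean plus two SD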
MT stabilizer cytotoxicity % – further read-out of MT stabilizer, marked with its call; toxicity, %; measured here: cytotoxicity by cell density;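 0% = mean cell density of plate MIN control wells and 100% = no cells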
Autophagy mod cell loss 18 h – further read-out of Autophagy mod, marked with its call; toxicity, %; measured here: cell loss, nuclei count;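 cell loss after 18 h compound exposure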
* = called active by the depositor.

`CCc1ccc(-c2csc3ncn(CC(=O)NCc4ccco4)c(=O)c23)cc1` gave bCat nuc transl -0.8, M17LAP inhibition 0%, Dynein cargo inh -0.76, T cell HTS inactive, Yfh1-off respiration inactive, M1AAP inhibition 4%, Dynein cargo inh cytoplasmic EGFP -0.26, Dynein cargo inh nuclear GR-EGFP 0.0046, Dynein cargo inh cell count 0.16, bCat nuc transl cell count 5 µM 1331 and T cell HTS vesicle-bound % 29.
O=C(c1ccc(S(=O)(=O)N2CCCC2)cc1)N(Cc1ccco1)C1CCS(=O)(=O)C1 (stereo unspecified) was read as bCat nuc transl 0.7, Dynein cargo inh -0.48, T cell HTS inactive, Yfh1-off respiration inactive, Dynein cargo inh cytoplasmic EGFP -0.77, Dynein cargo inh nuclear GR-EGFP -0.47, Dynein cargo inh cell count 0.1, bCat nuc transl cell count 5 µM 1275 and T cell HTS vesicle-bound % 44.
For Clc1ccc(C=NC23CN4CN(CN(C4)C2)C3)cc1 the results were bCat nuc transl -0.8, WT yeast gro inh 0, Autophagy mod inactive, M17LAP inhibition 0%, Dynein cargo inh 0.22, T cell HTS inactive, Yfh1-off respiration inactive, MT stabilizer 5.7, M1AAP inhibition 8%, WT yeast gro inh mutant strain -3, Dynein cargo inh cytoplasmic EGFP -0.17, Dynein cargo inh nuclear GR-EGFP 0.29, Dynein cargo inh cell count -0.4, bCat nuc transl cell count 5 µM 873, T cell HTS vesicle-bound % 33, MT stabilizer Hoechst-high % 2.3, MT stabilizer cytotoxicity % 10 and Autophagy mod cell loss 18 h 15.
Screening Cc1cc(NC(=O)c2ccccc2NS(=O)(=O)c2c(C)c(C)cc(C)c2C)no1 returned bCat nuc transl 4.3, Autophagy mod inactive, M17LAP inhibition -9%, Dynein cargo inh -1, T cell HTS inactive, MT stabilizer 2.5, M1AAP inhibition 12%, Dynein cargo inh cytoplasmic EGFP -0.22, Dynein cargo inh nuclear GR-EGFP -0.083, Dynein cargo inh cell count 1.4, bCat nuc transl cell count 5 µM 510, T cell HTS vesicle-bound % 12, MT stabilizer Hoechst-high % 2.3, MT stabilizer cytotoxicity % 15 and Autophagy mod cell loss 18 h 1.
For CC(=O)Nc1ccc(S(C)(=O)=O)c(C)c1 the results were bCat nuc transl -0.4, WT yeast gro inh -13, Autophagy mod inactive, M17LAP inhibition 10%, Dynein cargo inh 0.92, T cell HTS inactive, Yfh1-off respiration inactive, MT stabilizer 1.4, M1AAP inhibition 4%, WT yeast gro inh mutant strain -22, Dynein cargo inh cytoplasmic EGFP -0.19, Dynein cargo inh nuclear GR-EGFP 0.37, Dynein cargo inh cell count -0.85, bCat nuc transl cell count 5 µM 457, T cell HTS vesicle-bound % 50, MT stabilizer Hoechst-high % 3.8, MT stabilizer cytotoxicity % 8.0 and Autophagy mod cell loss 18 h 0.
C=CCOC(=O)c1ccc(-n2cnc(C)n2)nc1 was read as bCat nuc transl -0.8, WT yeast gro inh -12, Autophagy mod inactive, M17LAP inhibition 0%, Dynein cargo inh 0.3, T cell HTS inactive, Yfh1-off respiration inactive, MT stabilizer 2.3, M1AAP inhibition -8%, WT yeast gro inh mutant strain 0, Dynein cargo inh cytoplasmic EGFP -0.075, Dynein cargo inh nuclear GR-EGFP 0.17, Dynein cargo inh cell count -1.1, bCat nuc transl cell count 5 µM 1515, T cell HTS vesicle-bound % 24, MT stabilizer Hoechst-high % 1.6, MT stabilizer cytotoxicity % 9.2 and Autophagy mod cell loss 18 h -3.
`Cc1ccc(Sc2ncccc2COC(=O)NC(C)C)cc1` gave bCat nuc transl -2.4, WT yeast gro inh -1, Autophagy mod inactive, M17LAP inhibition 5%, Dynein cargo inh 0.74, T cell HTS inactive, Yfh1-off respiration inactive, MT stabilizer 5.6, M1AAP inhibition -6%, WT yeast gro inh mutant strain -25, Dynein cargo inh cytoplasmic EGFP 1.7, Dynein cargo inh nuclear GR-EGFP 0.87, Dynein cargo inh cell count -0.99, bCat nuc transl cell count 5 µM 998, T cell HTS vesicle-bound % 37, MT stabilizer Hoechst-high % 2.1, MT stabilizer cytotoxicity % 8.3 and Autophagy mod cell loss 18 h -22.
For Cc1nnc(SC(C)C(=O)Nc2ccc(S(=O)(=O)N3CCCCCC3)cc2)s1 (stereo unspecified) the results were bCat nuc transl -2.9, WT yeast gro inh -1, Autophagy mod inactive, M17LAP inhibition 25%, Dynein cargo inh 0.4, T cell HTS inactive, Yfh1-off respiration inactive, MT stabilizer 4.0, M1AAP inhibition -1%, WT yeast gro inh mutant strain 7, Dynein cargo inh cytoplasmic EGFP 0.04, Dynein cargo inh nuclear GR-EGFP 0.29, Dynein cargo inh cell count -0.18, bCat nuc transl cell count 5 µM 958, T cell HTS vesicle-bound % 60, MT stabilizer Hoechst-high % 2.0, MT stabilizer cytotoxicity % 6.7 and Autophagy mod cell loss 18 h 0.
For Cc1c(S(=O)(=O)N2CCN(C(=O)c3ccco3)CC2)c(=O)n(C)c(=O)n1C the results were bCat nuc transl -1.0, WT yeast gro inh -7, Autophagy mod inactive, M17LAP inhibition 11%, Dynein cargo inh -0.78, T cell HTS inactive, Yfh1-off respiration inactive, MT stabilizer 4.2, M1AAP inhibition -2%, WT yeast gro inh mutant strain 4, Dynein cargo inh cytoplasmic EGFP -0.049, Dynein cargo inh nuclear GR-EGFP -0.41, Dynein cargo inh cell count -0.26, bCat nuc transl cell count 5 µM 1039, T cell HTS vesicle-bound % 55, MT stabilizer Hoechst-high % 2.7, MT stabilizer cytotoxicity % 4.1 and Autophagy mod cell loss 18 h 9.
CN(Cc1cn(C)nc1-c1ccc(Oc2ccccc2)cc1)Cc1cnc2ccccn12 was read as bCat nuc transl 1.5, WT yeast gro inh 47, Autophagy mod inactive, M17LAP inhibition 1%, Dynein cargo inh -0.68, T cell HTS inactive, Yfh1-off respiration inactive, MT stabilizer 4.5, M1AAP inhibition 3%, WT yeast gro inh mutant strain 31, Dynein cargo inh cytoplasmic EGFP -0.33, Dynein cargo inh nuclear GR-EGFP -0.3, Dynein cargo inh cell count 0.86, bCat nuc transl cell count 5 µM 951, T cell HTS vesicle-bound % 54, MT stabilizer Hoechst-high % 2.4, MT stabilizer cytotoxicity % 7.2 and Autophagy mod cell loss 18 h 15.
`Cc1nn(Cc2c(F)c(F)c(F)c(F)c2F)c(C)c1NC(=O)c1ccc(COc2ccc(F)cc2)o1` gave bCat nuc transl -0.4, WT yeast gro inh 15, Autophagy mod inactive, M17LAP inhibition 4%, Dynein cargo inh -0.27, T cell HTS inactive, Yfh1-off respiration inactive, MT stabilizer 2.8, M1AAP inhibition 2%, WT yeast gro inh mutant strain -21, Dynein cargo inh cytoplasmic EGFP -0.2, Dynein cargo inh nuclear GR-EGFP 0.31, Dynein cargo inh cell count -0.3, bCat nuc transl cell count 5 µM 1260, T cell HTS vesicle-bound % 6, MT stabilizer Hoechst-high % 1.5, MT stabilizer cytotoxicity % 5.6 and Autophagy mod cell loss 18 h -28.
Cc1cccc(Cn2c(NCC(C)O)nc3c2c(=O)n(C)c(=O)n3C)c1 (stereo unspecified) was read as WT yeast gro inh -1, Autophagy mod inactive, M17LAP inhibition 6%, Dynein cargo inh -0.2, T cell HTS inactive, Yfh1-off respiration inactive, MT stabilizer 2.4, M1AAP inhibition 1%, WT yeast gro inh mutant strain 7, Dynein cargo inh cytoplasmic EGFP -0.27, Dynein cargo inh nuclear GR-EGFP -0.17, Dynein cargo inh cell count 0.35, T cell HTS vesicle-bound % 41, MT stabilizer Hoechst-high % 1.6, MT stabilizer cytotoxicity % 6.0 and Autophagy mod cell loss 18 h -3.
For O=C(NCCCN1CCOCC1)C1CCC(=O)N1CCc1ccccc1 (stereo unspecified) the results were bCat nuc transl -0.9, WT yeast gro inh 13, Autophagy mod inactive, M17LAP inhibition 4%, Dynein cargo inh -0.36, T cell HTS inactive, Yfh1-off respiration inactive, MT stabilizer 4.7, M1AAP inhibition 6%, WT yeast gro inh mutant strain 5, Dynein cargo inh cytoplasmic EGFP -0.14, Dynein cargo inh nuclear GR-EGFP -0.067, Dynein cargo inh cell count -0.11, bCat nuc transl cell count 5 µM 1175, T cell HTS vesicle-bound % 37, MT stabilizer Hoechst-high % 2.7, MT stabilizer cytotoxicity % 3.9 and Autophagy mod cell loss 18 h 6.
COc1cc2c(cc1OC)CN(c1ccc([N+](=O)[O-])cc1C#N)CC2 was read as bCat nuc transl -4.0, WT yeast gro inh 0, Autophagy mod inactive, M17LAP inhibition -8%, Dynein cargo inh -1.1, T cell HTS inactive, Yfh1-off respiration inactive, MT stabilizer 4.8, M1AAP inhibition 5%, WT yeast gro inh mutant strain -4, Dynein cargo inh cytoplasmic EGFP -0.22, Dynein cargo inh nuclear GR-EGFP -0.87, Dynein cargo inh cell count 0.61, bCat nuc transl cell count 5 µM 1122, T cell HTS vesicle-bound % 41, MT stabilizer Hoechst-high % 3.8, MT stabilizer cytotoxicity % 5.9 and Autophagy mod cell loss 18 h -7.

From PubChem
